Bioassay records as filed in PubChem BioAssay.
Xi reactivation – X-chromosome reactivation activator | XiGFP mouse fibroblasts, % GFP-positive cells imaging, 3 d; cells co-treated with 5-aza-dC sensitizer; scaled so ellipticine positive control = 100% | activation, % at 7.58 µM | actives 0.055% (n = 360,000);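 active = mean normalized replicate activation at least 10% and every replicate at or above 10%; inconclusive = only one of the two criteria met; inactive = mean below 10% and not all replicates reach 10%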;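 note: 0% = median of on-plate neutral control wells and 100% = ellipticine 6 µM median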
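Assay system: SV40-immortalized XiGFP fibroblast cells, line 68-5-11; buffer or medium: DMEM plus 5-aza-dC sensitizer; compound: one concentration, pinned; timing: compounds 3 days, fix/stain 15 min at room temperature; benchmarks: positive control ellipticine, 6 µM final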
S100A4 MyoIIA – S100A4-myosin IIA interaction inhibition; S100A4/TAMRA-MyoIIA peptide fluorescence polarization; inhibition, % at 10.7 µM; actives 0.14% (n = 360,000);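 active = mean inhibition of at least 70% across replicates, with every replicate also reaching that level; inconclusive = mean inhibition reaches 70% but some replicates fall short; inactive = mean inhibition below 70%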
Target sequence (P26447 whole entry, looked up): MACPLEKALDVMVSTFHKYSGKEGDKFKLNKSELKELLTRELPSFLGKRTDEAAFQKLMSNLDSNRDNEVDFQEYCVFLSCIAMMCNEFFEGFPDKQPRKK
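Assay system: human S100A4 monomer with TAMRA-labelled myosin IIA peptide / Buffer or medium: Calcium-containing HEPES buffer, pH 7.2 / Reagent: TAMRA-labelled myosin IIA heavy-chain peptide probe, 5 nM / Compound: one dose per compound / Timing: polarization read 5 min after assay mix addition, stable 5–60 min / Benchmarks: neutral control DMSO, positive control TFP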
SIRT5 block – sirtuin-5 (human) deacylase inhibition; Q9NXA8; Purified SirT5, succinyl-peptide AMC, trypsin-coupled fluorescence; inhibition, % at 15 µM; actives 1.1% (n = 330,000); AID 652115; in the data active = inhibition above about 15%; inconclusive = no clear call, values can overlap the other calls
Target sequence (Q9NXA8 whole entry, looked up): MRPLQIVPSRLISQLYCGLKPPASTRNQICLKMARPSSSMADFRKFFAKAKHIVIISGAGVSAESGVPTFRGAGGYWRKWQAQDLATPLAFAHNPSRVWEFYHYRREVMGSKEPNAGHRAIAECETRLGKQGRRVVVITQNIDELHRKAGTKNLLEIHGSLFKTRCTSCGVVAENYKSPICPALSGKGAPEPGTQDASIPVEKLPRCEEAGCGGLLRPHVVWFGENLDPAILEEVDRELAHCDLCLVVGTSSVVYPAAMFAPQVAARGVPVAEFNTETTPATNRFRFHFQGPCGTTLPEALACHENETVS
ERAP1 inh – inhibitors of human ERAP1 aminopeptidase. Q9NZ08. recombinant ERAP1, Leu-AMC fluorescence, 60 min. inhibition, % at 10.7 µM. actives 0.15% (n = 340,000). AID 652197;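 active = mean replicate inhibition of at least 30%, or all replicates individually reaching that 30% level; inactive = mean below 30% and not every replicate reaching it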;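 note: 0% = neutral control wells and 100% = L-leucinethiol positive control wells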
PGC1a acetyl inh – modulators of PGC1a acetylation | U2OS PGC1a acetylation, AlphaScreen anti-acetyl-lysine; with virally co-expressed GCN5 acetyltransferase | inhibition, % at 15.6 µM | actives 0.17% (n = 350,000) | AID 651687;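 active = every replicate shows inhibition of at least 40%; inconclusive = mean inhibition at least 40% but some replicate below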;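 note: 0% = neutral control wells and 100% = positive control wells; some results beyond the cut were filed as inactive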
C2C12 statin – suppressors of simvastatin-induced myotoxicity in C2C12 myotubes; ATP luminescence, 48 h; scaled: DMSO 0, geranylgeraniol control 100; rescue of ATP level, % at 7.49 µM; actives 0.78% (n = 330,000);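 active = mean ATP rescue above about 67%, or every replicate alone reaching that limit, limit read from the data, passing the limit was not always enough; inconclusive = no clear call, values can overlap the other calls; inactive = mean under the limit and some replicate under it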;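 note: myotubes were challenged with 10 µM simvastatin during compound exposure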
Cneo AK release – Cryptococcus neoformans lysis via adenylate kinase release; AID 651654; actives 0.2% (n = 360,000); lysis activity, % at 15 µM; C. neoformans lysis, adenylate kinase release luminescence, 4 h; normalised: neutral wells 0, clomiphene wells 100;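 active = mean lysis activity across replicates of at least 80%, whatever share of replicates individually reach that level; inactive = mean lysis activity below 80%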
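Assay system: Cryptococcus neoformans yeast cells / Dosing: single-point compound dose / Timing: 4 h at 37 °C static, read 1 h later / Measured by: luminescence of released adenylate kinase using an AK detection reagent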
LGR2 inh – blocks bursicon-induced cAMP signaling via Drosophila LGR2. AID 720647. actives 0.35% (n = 380,000). HEK293 LGR2, CRE-luciferase, bursicon-stimulated, 4 h. inhibition, % at 9.99 µM;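 active = drop in luminescence signal, shown as inhibition above about 50% in the replicate tests, limit read from the data, passing the limit was not always enough; inconclusive = probably only some replicates passing the limit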;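 note: agonist challenge used bursicon conditioned medium at about half maximal strength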
Numbers without * were called inactive; ? = inconclusive; . = no result given; & = joins results of further samples.

The line under a structure holds: Xi reactivation, S100A4 MyoIIA, SIRT5 block, ERAP1 inh, PGC1a acetyl inh, C2C12 statin, Cneo AK release, LGR2 inh
- C[C@@H]1CN([C@H](C)CO)C(=O)Cc2cc(NC(=O)C3CCCCC3)ccc2O[C@H]1CN(C)C(=O)Nc1ccc(C(F)(F)F)cc1
→ 0.1, -18.4, -4.2, -0.1, 1.1, -14.3, -5.0, 5.6
- COC1=C(Nc2ccc(OC)cc2)C(=O)C(OC)=C(Nc2ccc(OC)cc2)C1=O
→ -0.1, -0.5, ., 2.1, 0.6, -1.7, 1.8, 10.7
- Cc1ccsc1C(=O)OCC(=O)c1cc(C)n(C)c1C
→ 0.5, -7.8, -2.2, 0.1, -15.6, 2.3, -5.0, 71.3*
- CC(C)NC(=O)N(C)C[C@H]1Oc2ccc(N(C)C)cc2C(=O)N([C@H](C)CO)C[C@@H]1C
→ -0.8, 2.0, -10.1, 1.5, 2.6, -2.2, -2.2, .
- COc1ccccc1-c1cc(SC)c(C#N)c(=O)o1
→ 0.2, 10.5, 0.3, -4.5, ., ., ., 34.0
- O=C(CN1C(=O)NC2(CCCCC2)C1=O)NCc1ccc2c(c1)OCO2
→ 0.0, -1.7, 1.3, -2.7, -2.8, 17.0, -0.6, 20.1
- CCC(=O)N1C[C@@H]2[C@H](c3ccccc31)[C@H](CO)N2CC1CCCC1
→ 0.3, 1.2, -2.2, 1.2, -12.4, 10.0, 1.7, 20.0
- Cc1noc(C)c1CSc1cc(C)c2ccccc2n1
→ ., 0.8, -2.4, -1.4, -4.2, -15.5, 1.6, -10.4
- COc1ccc(CNC(C)CCc2ccccc2)cc1 (configuration not stated)
→ -0.1, -1.9, 0.5, -0.4, 11.4, -5.6, 1.0, .
- COc1ccccc1/C=C/C(=O)OCC(=O)Nc1ccc(Cl)cn1
→ -0.1, -3.8, 0.5, 0.9, -1.9, -12.0, -0.6, ?
- O=C(CCl)N1c2ccccc2SCC1c1ccccc1 (configuration not stated)
→ 0.3, 0.0, -2.4, -4.0, ., 0.2, -0.3, 6.2
- CC(C)NC(=O)N(C)C[C@H]1Oc2ccc(NC(=O)Nc3ccc(C(F)(F)F)cc3)cc2C(=O)N([C@H](C)CO)C[C@H]1C
→ -0.1, -4.8, 6.7, -1.8, -3.4, -8.3, 14.1, 19.2
- O=C(Nc1ccccc1)c1ccc(F)cc1F
→ 0.7, -6.0, 3.4, -2.3, 2.5, -2.4, -1.8, -43.6
- C[C@@H]1CN([C@@H](C)CO)C(=O)c2cccc(NS(=O)(=O)c3cccs3)c2O[C@@H]1CN(C)C(=O)Nc1cccc2ccccc12
→ -0.8, 36.9, 0.3, -0.7, -1.9, 13.4, -2.1, 1.0
- Cc1ccc(NC(=O)C(=O)NCCN2CCN(Cc3ccc([N+](=O)[O-])cc3)CC2)cc1
→ 0.0, 1.6, 0.1, -1.1, ., ., ., -6.2
- CCn1nc(NS(=O)(=O)c2ccc(NC(C)=O)cc2)c2cc3cccc(C)c3nc21
→ 0.0, -0.3, -1.2, -0.3, 0.4, 3.1, 1.3, 4.6
- COCCCN1CN(Cc2ccco2)CNC1=S
→ 0.2, 5.6, -1.1, 0.9, -1.2, ., 0.3, 4.8
- CN1C(=O)c2ccc(NC(=O)c3cccc4ccccc34)cc2C1=O
→ 0.3, 1.1, -8.7, -0.9, 6.6, -1.9, 0.4, 3.1
- COc1ccc(S(=O)(=O)Oc2ccccc2C(=S)N2CCOCC2)cc1
→ 0.5, -11.7, -4.6, 1.5, ., -1.8, 2.2, 8.6
- CCC(=O)Nc1ccc(C(=O)CSc2nc3ccccc3cc2CC)cc1
→ ., -3.8, 3.6, -3.4, 0.0, -3.4, 1.7, -9.9
- Cc1nc(C)c(-c2ccc(SCc3cccc(F)c3)nn2)s1
→ 0.0, 1.6, -3.5, 2.7, ., 17.2, 13.3, 0.8
- CCCOc1ccc(N2C(=O)C3C4C=CC(CC4)C3C2=O)cc1 (configuration not stated)
→ 0.0, -0.2, 0.1, 2.3, -10.3, 1.7, 4.9, 1.5
- Cc1ccc(CN2CCSc3ccc(C(=O)NCc4ccccn4)cc32)cc1
→ 0.1, 3.7, -8.7, -12.2, ., 8.0, 1.6, -13.8
- COc1ccc2c3c([nH]c2c1)[C@@H](CO)N(C(=O)C1CC1)CC31CN(Cc2cccc(F)c2)C1
→ 0.4, -4.2, 2.5, 15.1, ., ., ., -16.3
- CNc1oc(-c2cccs2)nc1S(=O)(=O)c1ccccc1
→ 0.3, -8.9, -0.7, 3.7, ., ., ., 6.5
- C[C@H](CO)N1C[C@H](C)[C@H](CN(C)S(C)(=O)=O)OCCCC[C@H](C)Oc2ccc(NC(=O)CCCN(C)C)cc2C1=O
→ -0.4, 7.9, 0.4, -1.9, -10.6, 5.2, 5.4, -11.6
- c1ccc(-c2nn3c(Cn4cnc5ccccc54)nnc3s2)cc1
→ ., -0.8, -2.4, 2.2, -16.7, 49.6, -5.7, 6.9
- NC1=NC(c2ccc(Br)cc2)n2c(nc3ccccc32)N1 (configuration not stated)
→ 0.5, -1.0, 0.2, -1.9, 4.8&8.0, 12.8, 1.0, -10.8
- CC(CCc1ccco1)NC(=O)Nc1cccc(F)c1 (configuration not stated)
→ ., ., ., ., -0.1, -15.4, -0.4, -16.9
- C#CC(=O)CCC1CCCN1C(=O)OC(C)(C)C (configuration not stated)
→ 0.0, -5.1, ., 0.8, -6.8, -4.4, -1.3, -24.6

An excerpt of these results, as tab-separated lines:
mol	Xi reactivation	S100A4 MyoIIA	SIRT5 block	ERAP1 inh	PGC1a acetyl inh	C2C12 statin	Cneo AK release	LGR2 inh
CCC(=O)Nc1ccc(C(=O)CSc2nc3ccccc3cc2CC)cc1	.	-3.8	3.6	-3.4	0.0	-3.4	1.7	-9.9
Cc1nc(C)c(-c2ccc(SCc3cccc(F)c3)nn2)s1	0.0	1.6	-3.5	2.7	.	17.2	13.3	0.8
CCCOc1ccc(N2C(=O)C3C4C=CC(CC4)C3C2=O)cc1 (configuration not stated)	0.0	-0.2	0.1	2.3	-10.3	1.7	4.9	1.5
Cc1ccc(CN2CCSc3ccc(C(=O)NCc4ccccn4)cc32)cc1	0.1	3.7	-8.7	-12.2	.	8.0	1.6	-13.8
COc1ccc2c3c([nH]c2c1)[C@@H](CO)N(C(=O)C1CC1)CC31CN(Cc2cccc(F)c2)C1	0.4	-4.2	2.5	15.1	.	.	.	-16.3
CNc1oc(-c2cccs2)nc1S(=O)(=O)c1ccccc1	0.3	-8.9	-0.7	3.7	.	.	.	6.5

(more compounds)
The line under a structure holds: Xi reactivation, S100A4 MyoIIA, SIRT5 block, ERAP1 inh, PGC1a acetyl inh, C2C12 statin, Cneo AK release, LGR2 inh
- CCOC(=O)C1CCN(C(=O)c2cccs2)CC1
→ 0.0, 24.1, -1.3, -1.3, ., ., ., 5.4
- O=C(Nc1ccc(NC(=O)c2ccccn2)cc1)C(=O)Nc1ccc2c(c1)OCCO2
→ 0.1, 6.9, -1.4, -4.2, 4.9, 4.5, 1.5, 11.2
- COc1ccc(-c2noc(CSc3nnc(Cc4ccccc4)n3-c3cccc(C)c3)n2)cc1OC
→ ., -6.6, 0.4, 6.4, -18.0, 51.9, -2.1, 10.0
- CCN(CC(=O)Nc1ccc(NC(C)=O)cc1)C(=O)Cc1ccc(S(=O)(=O)N2CCOCC2)s1
→ 0.1, -5.8, 6.0, 1.9, ., 6.7, 0.4, 10.0
- CCOC(=O)c1c(C)n(C)c2ccc(OC)c(NC(=O)CN3CCC(C(=O)OCC)CC3)c12
→ 0.0, -4.9, 0.9, 2.0, -2.4, ., ., .
- CCn1c(CNC(=O)c2ccccc2)nc2ccccc21
→ ., -6.9, -3.3, 0.9, 2.9, 0.6, 0.8, -5.9
- Cc1cc(C(=O)N2CCCC(N3CCN(c4cccc(C(F)(F)F)c4)CC3)C2)nn1C (configuration not stated)
→ 0.0, 1.3, -0.8, 0.7, -9.2, 4.8, -0.1, 4.6
- Cc1ccc(S(=O)(=O)N(CC(=O)N=Nc2c(O)[nH]c3ccccc23)c2ccc(C)c(C)c2)cc1
→ 0.4, 2.3, -3.3, 0.6, -20.4, 23.4, -4.9, .
- CC(c1ccco1)N(C(=O)c1ccccc1NS(=O)(=O)c1ccc(Cl)cc1)c1ccccn1 (configuration not stated)
→ -0.4, -2.0, -1.7, 0.2, -18.6, -9.8, 0.3, 7.5
- Cc1cc(NC(=O)CSc2nc3ccccc3n2CC(=O)N2CCCCC2)no1
→ ., 0.6, -3.5, -2.7, -1.8, 2.4, 2.7, -12.6
- CCn1nc(C(=O)NNC(=O)C2CSC3(C)CCC(=O)N23)c2ccccc2c1=O (configuration not stated)
→ 0.0, -11.7, -0.7, -2.2, -2.8, -7.8, -0.2, 21.6
- COc1ccccc1-c1ccc([C@H]2[C@@H](CO)N3CCCCN(S(=O)(=O)c4cn(C)cn4)C[C@@H]23)cc1
→ 0.2, -0.6, 4.1, -0.7, 4.3, 11.6, 47.2, 11.5
- CCC(=O)NCCc1nc2cc(NC(=O)COc3ccccc3)ccc2n1C
→ 0.0, -1.4, -2.0, 3.6, ., -8.1, -0.1, -24.7
- CCCCNc1c(-c2ccccn2)nc2nc(C)cc(C)n12
→ 0.2, -26.0, ., -1.5, ., ., ., -1.3
- Cc1cccc(-c2nc3ccccc3c(=O)n2N)c1
→ 0.1, -0.3, -2.8, -0.2, 2.8, -1.3, -1.7, 13.0
- O=C(c1ccccc1F)N1CC(=O)N2[C@@H](CO)[C@H](c3ccc(C#Cc4ccccc4)cc3)[C@@H]2C1
→ 0.0, 79.2*, 2.2, 0.6, -3.6, ., ., 1.3
- O=C(NCCN1CCOCC1)c1cc(-c2ccc(Cl)cc2Cl)on1
→ -0.1, -0.1, -2.6, -2.8, 14.7, -43.7, 0.3, -4.7
- CCOc1ccc(NC2=CC(=O)CC(c3ccco3)C2)cc1 (configuration not stated)
→ 0.5, 5.7, 0.8, -3.9, -5.2, -2.1, ., -19.9
- Nc1nc(SCC(=O)c2cc(F)ccc2F)n[nH]1
→ -0.2, 0.5, -2.5, 1.1, -11.4, ., ., -0.3
- C[C@@H]1CN([C@@H](C)CO)C(=O)Cc2cc(NC(=O)C3CCCCC3)ccc2O[C@H]1CN(C)CC1CC1
→ 0.1, 7.0, 2.2, -0.5, -7.1, 9.5, -1.9, 6.3
- N#Cc1ccc(-c2nc3c4ccccc4ccn3c2CC2CCCCC2)cc1
→ 0.8, -5.7, -2.7, 1.2, ., ., ., -19.3
- COc1cc(C(=O)Nc2ccc(Br)cc2C(=O)c2cc(OC)c(OC)c(OC)c2)cc(OC)c1OC
→ ., ., ., ., 2.3, -36.2, -2.0, -7.9
- O=C1C2C3C=CC(O3)C2C(=O)N1N=C1CCCCC1 (configuration not stated)
→ 0.0, 0.5, ., -2.8, -5.8, -3.2, -0.7, -42.9
- COc1ccc(Cl)cc1NC(=O)COC(=O)C(CC(C)C)N1C(=O)C2CC=CCC2C1=O (configuration not stated)
→ 0.7, 0.6, 0.7, -7.1, ., ., ., .

This is a subset; count on the stated rates, not on these rows.
